High-throughput results: PubChem BioAssay, several laboratories
UBC9 SUMO inh – inhibitors of human SUMOylation (UBC9); P63279; HTRF SUMOylation assay, SAE1/SAE2 + UBC9, in vitro; inhibition, % at 35 µM; actives 0.36% (n = 290,000); in the data active = inhibition above about 50%, passing the limit was not always enough; note: strong numbers were not always called active
Target sequence (P63279 whole entry, looked up): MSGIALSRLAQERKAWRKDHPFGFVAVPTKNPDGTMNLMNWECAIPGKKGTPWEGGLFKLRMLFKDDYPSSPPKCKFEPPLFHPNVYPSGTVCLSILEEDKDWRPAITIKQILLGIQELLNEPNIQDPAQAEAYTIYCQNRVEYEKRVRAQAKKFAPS
PfM18AAP inh – PfM18AAP enzyme inhibition. recombinant PfM18AAP, H-Glu-NHMec fluorogenic cleavage. inhibition, % at 7.35 µM. actives 1.2% (n = 290,000);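 active = inhibition above the campaign mean inhibition over all tested compounds plus 3 SD, cut at about 28% in these data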;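 note: 0% = plate median of test compound wells and 100% = 2 mM ZnCl2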
MEKK2 mut-MEK5 – signal of MEK5 binding to mutant human MEKK2 PB1 domain; percent response, % at 10 µM; actives 0.35% (n = 290,000); bead flow cytometry, Alexa488-MEK5 binding to MEKK2 mutant; in the data active = percent response above about 24%, passing the limit was not always enough; note: inactives centre near 1; some results filed as inactive read as strong as hits; reference of the scale not given here
MEKK2wt PB1 HTS – raises or lowers MEK5 binding to wildtype human MEKK2 PB1 domain. binding response (% of control), % at 10 µM. Q9Y2U5. AID 1531. bead flow cytometry, Alexa488-MEK5 binding to MEKK2 WT; actives lie on both sides. actives 1.1% (n = 290,000); in the data active = binding response below about 67% or above about 130%
p-CIP stab down – p/CIP protein destabilization; Q05BA5; F442A p/CIP-EGFP cells, EGFP fluorescence, 16 h; decrease of EGFP signal, % at 10 µM; actives 0.01% (n = 290,000);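 active = EGFP signal decrease of at least 30% at 10 µM or well 3 SD below plate mean, unless failing retest; inactive = the rest, including hits failing retest or dose response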; note: some compounds called inactive have numbers as strong as hits; many of its hits are not listed in these tables
IDE cell activ – activators of human insulin-degrading enzyme in cells | P14735 | HEK cells, FAbeta-B cleavage, fluorescence polarization; 0% vehicle, 100% cell-free pure enzyme wells | activation, % at 5.96 µM | actives 0.073% (n = 340,000) | AID 493087;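 active = activation above the mean of all tested compounds plus 3 SD, set per screening campaign, cut at about 17% in these data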
NALP1 inh – blocks the NALP1 inflammasome reconstituted in yeast; S. cerevisiae NALP1/ASC/caspase-1 growth, X-gal OD620, 72 h; actives 0.61% (n = 280,000); inhibition, % at 10 µM; in the data active = inhibition mostly above about 24%, no sharp cut-off; inactive = mostly below about 32%; note: some compounds called inactive have numbers as strong as hits
IDE inh – inhibitors of human insulin-degrading enzyme in cells. P14735. HEK cells, FAbetaB cleavage, fluorescence polarization. inhibition, % at 5.59 µM. actives 0.41% (n = 320,000);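 active = percent inhibition above the average of all tested compounds plus 3 SD, set per screening campaign, cut at about 16% in these data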;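 note: IDE supplied by intact live HEK cells; FP after avidin binding of uncleaved biotin substrate so inhibition keeps polarization high; 0% = DMSO wells and 100% = 60 µM reference IDE inhibitor Ii1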
MEKK3 PB1 HTS – modulators (inhibitors or enhancers) of MEK5 binding to human MEKK3 PB1 domain | actives 1.4% (n = 290,000) | Q99759 | bead-based flow cytometry, Alexa488-MEK5 binding to MEKK3; actives lie on both sides; 0 = blocked by unlabeled MEK5, 100 = vehicle | binding response (% of control), % at 10 µM;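 active = binding response more than 3 SD above or below the average of its plate-row segment, actives on both sides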;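 note: Alexa488 bead fluorescence after subtracting the streptavidin-only scavenger bead signal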
Target sequence (Q99759 whole entry, looked up, the tested form may be a part): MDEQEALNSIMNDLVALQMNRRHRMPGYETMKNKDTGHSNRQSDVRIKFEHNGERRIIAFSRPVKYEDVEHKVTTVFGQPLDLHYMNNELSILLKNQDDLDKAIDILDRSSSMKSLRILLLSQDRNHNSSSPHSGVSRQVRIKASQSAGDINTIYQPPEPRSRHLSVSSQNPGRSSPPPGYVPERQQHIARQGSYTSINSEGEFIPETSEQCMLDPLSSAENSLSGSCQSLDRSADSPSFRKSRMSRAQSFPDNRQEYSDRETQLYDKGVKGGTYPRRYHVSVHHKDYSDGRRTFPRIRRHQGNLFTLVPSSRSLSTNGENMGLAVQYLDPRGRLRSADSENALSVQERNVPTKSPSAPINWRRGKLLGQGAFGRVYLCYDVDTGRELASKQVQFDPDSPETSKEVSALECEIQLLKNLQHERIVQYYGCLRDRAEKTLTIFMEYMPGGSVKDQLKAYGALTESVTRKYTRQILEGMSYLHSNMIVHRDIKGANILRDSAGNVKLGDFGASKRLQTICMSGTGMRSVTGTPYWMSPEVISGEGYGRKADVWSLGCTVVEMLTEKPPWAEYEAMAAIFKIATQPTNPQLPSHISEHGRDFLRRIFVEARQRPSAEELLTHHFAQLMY
* marks the source's active call; other numbers are inactive results; . = no result given. Some of the compounds tested, so the mix of outcomes need not match the whole.

SMILES	UBC9 SUMO inh	PfM18AAP inh	MEKK2 mut-MEK5	MEKK2wt PB1 HTS	p-CIP stab down	IDE cell activ	NALP1 inh	IDE inh	MEKK3 PB1 HTS
COc1ccc(S(=O)(=O)N2CCCCCC2)cc1Br	-4	1	-11	94	9	10	8	.	96
CCOc1ccccc1N1CCN(Cc2ccco2)CC1	6	8	8	109	-31	0	6	10	105
CC1=NNC(=O)C1Cc1ccccc1C (stereo not given)	2	5	5	105	-4	3	7	3	103
O=C(/C=C/NCc1cccnc1)c1ccc(-c2ccccc2)cc1	-4	4	9	109	-4	-12	7	1	106
O=C(O)CC1(O)C(=O)N(Cc2ccccc2)c2ccccc21 (stereo not given)	12	-7	-8	92	-4	-1	-15	5	99
O=C(CC1Sc2ccccc2NC1=O)NCc1ccc(Cl)cc1 (stereo not given)	5	-2	0	96	-6	5	-5	-1	101
Cc1cccc(C)c1NC(=O)C1(N(Cc2ccco2)C(=O)c2ccccn2)CCCC1	16	-6	8	106	-15	1	7	1	111
Cc1ccsc1C1NC(=O)c2c(sc3c2CCN(C)C3)N1 (stereo not given)	5	4	13	116	-36	-8	25	12	112
CCOc1cc(Cl)c(CNCCCN2CCOCC2)cc1OC	12	-18	3	107	9	7	23	-1	106
CCCCn1cnc2c(sc3nc4c(cc32)CSC(C)(C)C4)c1=O	-4	2	4	97	0	3	31	0	104
C/C(=N\NC(N)=O)c1cc(Cl)cc(Cl)c1O	22	-7	-42	65	-2	.	.	3	58
O=S1(=O)CCO[C@H]2Cc3ccccc3[C@H]2N1Cc1ccccc1F	17	-3	-2	102	-7	-2	16	3	102

Retrieved one by one from the list above (two):
SMILES	UBC9 SUMO inh	PfM18AAP inh	MEKK2 mut-MEK5	MEKK2wt PB1 HTS	p-CIP stab down	IDE cell activ	NALP1 inh	IDE inh	MEKK3 PB1 HTS
O=C(CC1Sc2ccccc2NC1=O)NCc1ccc(Cl)cc1 (stereo not given)	5	-2	0	96	-6	5	-5	-1	101
O=C(O)CC1(O)C(=O)N(Cc2ccccc2)c2ccccc21 (stereo not given)	12	-7	-8	92	-4	-1	-15	5	99

Back to the main list; the 3 compounds before the break are reprinted first.
SMILES	UBC9 SUMO inh	PfM18AAP inh	MEKK2 mut-MEK5	MEKK2wt PB1 HTS	p-CIP stab down	IDE cell activ	NALP1 inh	IDE inh	MEKK3 PB1 HTS
CCCCn1cnc2c(sc3nc4c(cc32)CSC(C)(C)C4)c1=O	-4	2	4	97	0	3	31	0	104
C/C(=N\NC(N)=O)c1cc(Cl)cc(Cl)c1O	22	-7	-42	65	-2	.	.	3	58
O=S1(=O)CCO[C@H]2Cc3ccccc3[C@H]2N1Cc1ccccc1F	17	-3	-2	102	-7	-2	16	3	102
CC(C)(C)C(=O)Nc1ccc(C(=O)N/N=C/C2CC3C=CC2C3)cc1 (stereo not given)	-11	-10	-4	95	-4	4	16	6	92
CS(=O)CCC(NS(=O)(=O)c1ccccc1)C(=O)O (stereo not given)	-6	-5	1	97	11	0	19	0	100
CC1CCN(c2ccc(NC(=O)c3cccnc3Cl)cc2)CC1	-13	0	-6	96	-12	2	-5	0	98
CCOc1ccc(S(=O)(=O)NCc2ccc(F)cc2)c2cccnc12	4	-1	5	102	-6	3	3	2	105
Cc1ccccc1Cn1c(=O)n(CCCC(=O)NCc2ccco2)c(=O)c2ccccc21	3	4	4	96	6	-1	-2	6	97
COC(=O)Nc1ccc2ncn(C)c(=O)c2c1	0	4	11	108	1	4	14	1	109
Cc1nn(-c2ccc(F)cc2)c(C)c1CN1CCN(CCc2ccccc2)C(CCO)C1 (stereo not given)	9	1	9	111	3	9	8	-2	106
O=[N+]([O-])c1ccc(N2N=C(c3ccccc3)CC2c2ccccc2O)cc1 (stereo not given)	3	3	9	92	-56	-29	14	.	105
Cc1cccc(NC(=O)C2C3C=CC(C4CC34)C2C(=O)O)c1 (stereo not given)	28	2	6	99	-16	0	1	1	98
CCc1c(C)sc(NC(=O)c2ccc(Br)o2)c1C(=O)OC	-12	-3	0	100	8	-3	16	2	105
CCCc1ccc2oc(C(=O)N3CCN(CCC(N)=O)CC3)c(C)c2c1	11	-12	1	104	-2	-1	-25	-1	99
CCOc1ccccc1-n1c(=S)sc2c(=O)n(-c3ccc(C)cc3)c(=S)[nH]c21	6	4	5	105	-14	-3	-3	-3	102
COCCN1C(=O)C(CC(=O)Nc2ccc(C(=O)O)cc2)SC1=Nc1ccccc1 (stereo not given)	-5	8	.	.	6	5	11	1	.
CCC(C)c1ccc(OCC(=O)O)cc1 (stereo not given)	17	5	4	119	-4	2	16	2	116
COc1ccc(NC(=O)CC2(CC(=O)O)CCCC2)cc1	19	-1	6	107	2	0	28	-1	104
O=C(NC1(C(F)(F)F)C(=O)Nc2c1c(=O)[nH]c(=O)n2-c1ccccc1)c1ccncc1 (stereo not given)	.	-8	-3	98	.	4	.	1	101
COc1ccc(OC)c(-c2cc(C(=O)NC3CCCC3)c3ccccc3n2)c1	21	-12	8	107	-3	1	20	-2	103
CCCn1c(N)c(C(=O)CSc2ncc(C(F)(F)F)cc2Cl)c(=O)[nH]c1=O	8	-2	-3	90	-20	2	6	3	96
COc1ccc(C(C)=O)cc1COC(=O)c1ccc2c(c1)OCO2	3	-1	-2	100	10	1	28	2	101
COc1ccc(C(=O)N[C@H]2COC(C)(C)O[C@H]2c2ccccc2)cc1	20	4	6	117	-2	5	17	1	107
COCc1cc(CNC(=O)C2CCC(=O)N(Cc3ccccc3OC)C2)[nH]n1 (stereo not given)	2	-7	0	104	0	-1	20	-2	101
COc1ccc(/C=C/C(=O)OCc2csc(-c3ccccc3)n2)cc1OC	-8	6	3	105	3	-2	17	-2	107
COCCNC(=S)N/N=C/c1ccccc1C(=O)O	3	1	4	109	-2	2	8	-1	106
C1CN=C(NC23CC4CC(CC(C4)C2)C3)C1	-4	-4	1	104	-10	-1	22	4	104
COc1ccc2c(C)cc(SCC(=O)Nc3nsc(-c4ccc(C)cc4)n3)nc2c1	8	-9	-4	95	-12	6	42	-1	106
COCC(=O)N1CCC(n2nnc3cc(C(F)(F)F)ccc32)CC1	0	6	2	100	-10	-2	6	-8	107
CCn1c(C)c(P(=O)(N2CCOCC2)N2CCOCC2)c2ccccc21	-7	1	2	101	-9	1	-6	6	105
COc1ccc(C(=O)N=S2CCN(C(=O)c3ccc(Cl)cc3)CC2)cc1	14	3	-14	98	6	.	5	-2	93
COc1ccccc1/C=C1\SC(N2CCC(C)CC2)=NC1=O	15	2	4	104	-13	5	22	1	108
CCCCNC(=O)NC1CCCC1	2	-5	-2	94	-4	4	37	0	94
Cc1c(NC(=O)CCCN2C(=O)c3cccc4cccc(c34)C2=O)c(=O)n(-c2ccccc2)n1C	4	-7	5	106	3	-2	-10	-3	106
O=C(Nc1cccnc1)C1CCN(S(=O)(=O)c2cccc3nonc23)CC1	-7	-1	2	97	7	7	2	5	103
CCOC(=O)N1CCN(CC(=O)Nc2ccc(F)cc2F)CC1	9	2	-7	97	-6	-4	-2	5	101
CCCN1C(=O)/C(=c2\sc3nc(=O)c(Cc4ccc(C)cc4)nn3c2=O)c2ccccc21	14	-30	1	117	-8	3	10	4	121
O=C(CC1(c2ccc(Cl)cc2)C2CC3CC(C2)CC1C3)NCCO (stereo not given)	11	-5	-1	96	-5	0	-5	-1	101
Cc1ccc(C(=O)COC(=O)CNC(=O)C(c2ccccc2)c2ccccc2)cc1[N+](=O)[O-]	19	-13	2	107	-7	6	-8	0	103
Fc1ccc(/C=N/NC(=S)Nc2ccc(Cl)cc2Cl)cc1	23	2	-4	82	-2	0	.	-1	89
CCc1sc(C(=O)Nc2ccsc2C(=O)OC)cc1Br	10	.	9	108	-3	-1	9	5	107
CCCc1[nH]nc2c1C(c1c(C)nn(-c3ccccc3)c1Cl)C(C#N)=C(N)O2 (stereo not given)	6	-5	1	95	-1	2	32	-2	98
O=C(COC(=O)[C@@H]1CCCN1S(=O)(=O)c1ccccc1F)c1ccccc1	9	4	0	95	-9	1	-2	1	98
Cn1c(SCC(=O)Nc2ccc3nc(SCC(=O)N4CCCC4)sc3c2)nnc1-c1ccc(N)cc1	27	15	.	.	-1	-25	6	.	.
CCCCN1C(=O)CN(CCc2ccccc2)C(=O)C1c1ccc(OC)cc1 (stereo not given)	-8	1	-10	91	1	2	6	6	87
CC(C)=CCc1c(-c2ccc(O)cc2O)oc2cc3c(c(O)c2c1=O)C=CC(C)(C)O3	.	.	0	98	.	.	.	13	103
S=C(Nc1ccc2[nH]ccc2c1)NC1CCCCC1	18	-6	-4	95	-5	9	5	-1	93
O=C(Nc1cccc(F)c1)C1CCN(S(=O)(=O)c2cnc[nH]2)CC1	5	-10	3	104	-12	0	7	-9	103
O=C(/C=C/c1ccccc1[N+](=O)[O-])NCc1ccccc1Cl	0	-11	-1	96	-7	9	20	4	99
COc1ccc(-c2nc3cc(C)ccn3c2NCC2CCCO2)cc1OC (stereo not given)	.	3	-6	97	.	1	.	4	99
CCCCn1c(N)c(N(CC)C(=O)c2ccccc2C(F)(F)F)c(=O)[nH]c1=O	0	1	-4	99	4	1	8	0	102
Cc1ccc(SC(C)C(=O)Nc2cccc(N(C)S(C)(=O)=O)c2)cc1 (stereo not given)	17	-14	6	98	-13	-5	7	-1	95
O=C(NCC1CCCN(Cc2ccc3nonc3c2)C1)c1ccc(F)cc1 (stereo not given)	2	-3	1	103	-2	0	9	-6	104
CN(C)CC(O)COc1ccc(C(C)(C)c2ccc(OCC(O)CN(C)C)cc2)cc1 (stereo not given)	-4	-3	33*	225*	6	7	16	3	115
O=C(Nc1ccccc1F)N(CCCN1CCOCC1)Cc1cc2cc3c(cc2[nH]c1=O)OCCO3	1	2	2	106	2	-3	4	-3	100
N#CCc1nn(-c2ccccc2)c(N)c1C#N	-1	4	11	108	-14	0	27	0	105
Cn1cc(CN2CCC(n3nccc3NC(=O)CCCc3ccccc3)CC2)cn1	-6	3	14	125	-8	2	7	4	105
O=C(C[n+]1cccc(O)c1)Nc1ccc(Br)cc1	6	1	-2	103	-5	-3	-9	2	101
COCCN(CC(=O)NCc1ccc2c(c1)OCO2)C(=O)CCC(=O)Nc1nccs1	-2	3	3	112	3	2	-3	1	124
O=C(CCCCCNc1nc(=S)[nH]c2ccccc12)N1CCN(c2ccccn2)CC1	10	0	3	106	-14	-15	9	1	100
O=C(N/N=C/c1ccc(Br)s1)c1ccccc1[N+](=O)[O-]	-18	6	1	103	-12	-2	13	4	104
CC(=O)N1c2ccc(S(=O)(=O)N3c4ccccc4CC3C)cc2CC1C (stereo not given)	2	-7	-3	94	-2	4	-7	2	93
COc1ccc(C2CN=NC23CCc2ccccc2C3=O)cc1 (stereo not given)	-10	1	3	100	1	7	-5	1	102

Carrying on.
SMILES	UBC9 SUMO inh	PfM18AAP inh	MEKK2 mut-MEK5	MEKK2wt PB1 HTS	p-CIP stab down	IDE cell activ	NALP1 inh	IDE inh	MEKK3 PB1 HTS
Clc1cccc(Cl)c1CNC1CCCC1	-14	-5	-4	97	-1	1	36	2	100
C=CCn1c(=O)c2ccccc2n2c(SCC(=O)Nc3cc(C)on3)nnc12	8	-6	5	116	2	1	-5	-4	112
O=C(NCC1CCCO1)c1ccc(NC(=O)C2C3C=CC(C3)C2C(=O)O)cc1 (stereo not given)	21	-13	-2	102	-4	0	12	-2	101
O=c1[nH]c(=O)n(-c2ccc(F)cc2)c2c1C(C(F)(F)F)(C(F)(F)F)N=C(c1ccc(F)cc1)N2	11	-4	6	114	9	6	18	-2	106
COc1ccc2nc(/C=N/NC(=O)[C@H](CCSC)NC(=O)OC(C)(C)C)ccc2c1	6	-9	-3	96	-2	1	12	2	95
CCCCc1cc(=O)oc2cc(OCC(=O)N3CCc4ccccc43)ccc12	31	-2	4	104	0	-2	-1	1	100
